Source: PubChem (National Center for Advancing Translational Sciences (NCATS))
Rab9 prom act: qHTS Assay for Rab9 Promoter Activators | AID 485297, 2010 | Potency, µM (series often up to 9.22 µM), without a hit: top-dose activation, negative = inhibition, most hits filed as activators | 320,000 tested, 2.8% active | Huh7 Rab9 promoter-luciferase reporter, luminescence, 24 h; also: potency is read from the fitted curve at half-maximal effect; % of control where 0% means no effect; nearly all actives have a fitted effect of over 60% in size
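Luminescence from Amplite-detected luciferase (10 minutes, ambient) reports Rab9 promoter activation. Before that, stable Rab9-luciferase Huh7 cells (1500/well, reduced-serum OP-MEM I plus 10% FBS) were exposed to compound for 24 hours at 37C.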
MBNL1 CUG block: qHTS Assay for Inhibitors of MBNL1-poly(CUG) RNA binding; Muscleblind-like protein 1 (Homo sapiens), Q9NR56; TR-FRET MBNL1-His/biotin-(CUG)12 binding, 665/545 ratio; Potency, µM (titrated, usually from 57.5 µM), for the others: at the highest dose activity change, negative = inhibition, hits mostly inhibitors; 280,000 tested, 0.036% active; AID 2675, 2010; active = well fitted inhibition curve with a large enough effect in the signal ratio, with a control signal flat, not every such curve was filed as active; inconclusive = small, poorly fitted or top-dose-only effect, or effect the other way, or a change in a side signal; inactive = no such curve, though single readings can be large or run the other way; the % refers to the signal ratio; also: potency is read from the fitted curve at half-maximal effect; % is scaled to controls: 0 for no effect and ±100 for the full control effect
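TR-FRET readout: Ex 340 nm, 665/545 nm emission ratio, normalized to buffer-only (basal) and MBNL1-(CUG)12 controls. Complex of MBNL1-His with Biotin-(CUG)12, compounds 92 nM–58 uM, incubated 60 min at room temperature.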
Mito fusion yeast: qHTS Assay for Small Molecule Inhibitors of Mitochondrial Division or Activators of Mitochondrial Fusion. S. cerevisiae fusion-defective mutant growth rescue, CellTiterGlo 48 h. Potency, µM (highest dose often 46.1 µM), for the others: at the top dose growth rescue (activation), actives largely listed as activators. 320,000 tested, 0.23% active;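 also: potency is read from the fitted curve at half-maximal effect; % of control where 0% means no effect; nearly all actives have a fitted effect of over 45% in size; temperature-sensitive fusion mutants such as fzo1-1 at 37 °C on non-fermentable ethanol glycerol medium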
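Growth-rescue viability read-out: after 48 h at the non-permissive 37C in glycerol/ethanol YPEG, yeast mitochondrial fusion mutants are measured by CellTiterGlo luminescence; compounds (23 nl pinned per well) restoring growth score as division inhibitors or fusion activators.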
Menin-MLL TR inh: qHTS Assay for Inhibitors Targeting the Menin-MLL Interaction in MLL Related Leukemias: Competition With Texas Red Labeled MLL-derived Mutant Peptide. O00255. Menin + Texas Red MLL mutant peptide, fluorescence polarization. Potency, µM (top dose mostly 61.6 µM), inactives show at the highest dose FP activity change, negative = inhibition, hits mostly inhibitors. 270,000 tested, 0.23% active. AID 1768, 2009; active = well fitted inhibition curve with a large enough effect in the polarisation, with a control signal flat, not every such curve was filed as active; inconclusive = small, poorly fitted or top-dose-only effect, or effect the other way, or a change in a side signal; inactive = no such curve, though single readings can be large or run the other way; the % refers to the polarisation; also: potency is read from the fitted curve at half-maximal effect; % of control where 0% means no effect; many of its hits are not listed in these tables
RORgamma inh: qHTS for inhibitors of ROR gamma transcriptional activity; Nuclear receptor ROR-gamma (Mus musculus), P51450; Drosophila S2 Gal4-RORgamma UAS-luciferase reporter, 20 h; Potency, µM (series often up to 53.6 µM), for inactives: at the highest dose activity change, negative = inhibition, hits mostly inhibitors; 310,000 tested, 5.4% active; AID 2551, 2010; also: potency is read from the fitted curve at half-maximal effect; % is scaled to controls: 0 for no effect and ±100 for the full control effect; nearly all actives have a fitted effect of over 60% in size
Target sequence (P51450 whole entry, looked up, the tested form may be a part): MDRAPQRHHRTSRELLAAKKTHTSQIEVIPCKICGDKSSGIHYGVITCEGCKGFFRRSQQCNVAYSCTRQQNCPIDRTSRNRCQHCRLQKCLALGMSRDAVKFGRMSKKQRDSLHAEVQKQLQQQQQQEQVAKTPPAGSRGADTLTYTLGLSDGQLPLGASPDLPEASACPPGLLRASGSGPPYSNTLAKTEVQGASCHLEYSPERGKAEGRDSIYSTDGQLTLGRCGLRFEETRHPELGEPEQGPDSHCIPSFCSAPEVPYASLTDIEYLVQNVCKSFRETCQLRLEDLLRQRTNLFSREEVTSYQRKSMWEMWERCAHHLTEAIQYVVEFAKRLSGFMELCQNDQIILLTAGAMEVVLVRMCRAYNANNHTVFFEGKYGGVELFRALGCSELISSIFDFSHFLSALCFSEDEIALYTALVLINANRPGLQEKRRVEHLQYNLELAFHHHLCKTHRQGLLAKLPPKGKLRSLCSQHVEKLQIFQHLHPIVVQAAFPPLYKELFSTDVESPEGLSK
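Using a luciferase readout, inhibitors were identified by reduced reporter activity in Drosophila cells coexpressing a copper-inducible Gal4–ROR gamma fusion and UAS-driven Photinus luciferase, incubated 20 hr after 700 uM copper sulfate.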
FLuc counter: qHTS profiling assay for firefly luciferase inhibitor/activator using purifed enzyme and Km concentrations of substrates (counterscreen for miR-21 project) | AID 588342, 2011 | Potency, µM (doses to about 57.5 µM), for the others: at the highest dose activity change, negative = inhibition, usual class: inhibitors | purified FLuc, Km substrates, luminescence inhibition | 360,000 tested, 6.9% active | Luciferin 4-monooxygenase (Photinus pyralis), P08659;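 also: potency is read from the fitted curve at half-maximal effect; plate controls were vehicle for no effect and reference inhibitor for full effect; nearly all actives have a fitted effect of over 55% in size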
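Purified P. pyralis luciferase, 10 nM final, with Km-level 10 uM D-luciferin and 10 uM ATP in 50 mM Tris acetate pH 7.5, 10 mM Mg acetate, 0.01% Tween-20, 0.05% BSA; 6-point qHTS titration about 60 µM downward; luminescence read.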
VP16 counter: VP16 counterscreen qHTS for inhibitors of ROR gamma transcriptional activity; Drosophila S2 Gal4-VP16 UAS-luciferase, luminescence, 20 h; Potency, µM (top dose mostly 53.6 µM), inactives show at the highest dose activity, negative = inhibition, usual class: inhibitors; 310,000 tested, 3.5% active;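 also: Gal4-VP16 expression switched on by copper sulfate through the metallothionein promoter; potency is read from the fitted curve at half-maximal effect; % is scaled to controls: 0 for no effect and ±100 for the full control effect; nearly all actives have a fitted effect of over 50% in size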
PKM2 activator: qHTS Assay for Activators of Human Muscle isoform 2 Pyruvate Kinase; Pyruvate kinase PKM (Homo sapiens), P14618; purified PKM2, Kinase-Glo ATP luminescence, activation; response scale: 0% is enzyme alone, no compound; Potency, µM (titrated, usually from 57.5 µM), without a hit: top-dose activation, most hits filed as activators; 260,000 tested, 0.34% active; also: potency is read from the fitted curve at half-maximal effect; % is scaled to controls: 0 for no effect and ±100 for the full control effect; nearly all actives have a fitted effect of over 55% in size
Target sequence (P14618 whole entry, looked up, canonical isoform): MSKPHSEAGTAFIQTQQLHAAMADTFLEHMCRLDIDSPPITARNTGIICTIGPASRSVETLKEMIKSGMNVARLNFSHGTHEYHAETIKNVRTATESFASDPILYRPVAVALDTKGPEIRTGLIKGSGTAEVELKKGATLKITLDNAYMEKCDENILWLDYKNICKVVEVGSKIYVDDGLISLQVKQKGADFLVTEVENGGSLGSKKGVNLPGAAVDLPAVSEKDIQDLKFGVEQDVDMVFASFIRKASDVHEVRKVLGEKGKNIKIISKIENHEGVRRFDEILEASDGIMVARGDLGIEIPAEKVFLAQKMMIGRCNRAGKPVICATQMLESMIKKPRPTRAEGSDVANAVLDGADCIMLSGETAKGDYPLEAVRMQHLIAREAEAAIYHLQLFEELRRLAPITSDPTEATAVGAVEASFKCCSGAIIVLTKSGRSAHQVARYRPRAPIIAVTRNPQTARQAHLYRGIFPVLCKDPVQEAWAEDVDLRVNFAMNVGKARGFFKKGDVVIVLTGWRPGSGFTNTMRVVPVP
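hPK-M2, >95% pure; 0.1 mM ADP / 0.5 mM PEP final; imidazole pH7.2 buffer w/ 7 mM MgCl2, 50 mM KCl; 1 h RT; Kinase-Glo lum. Intermediate enzyme activity for dual inhibitor/activator qHTS.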
ELG1 repair inh: qHTS screen for small molecules that inhibit ELG1-dependent DNA repair in human embryonic kidney (HEK293T) cells expressing luciferase-tagged ELG1 | HEK293T ELG1-luciferase reporter, luminescence, 16 h; DNA damage induced by 5-fluorouridine | Potency, µM (doses to about 46.1 µM), for inactives: at the top dose activity change, negative = inhibition, actives largely listed as inhibitors | 330,000 tested, 2.3% active | AID 504467, 2011; also: potency is read from the fitted curve at half-maximal effect; % is scaled to controls: 0 for no effect and ±100 for the full control effect; nearly all actives have a fitted effect of over 55% in size
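Cells (2,000 per well) received 5-fluorouridine plus test compound or DMSO and were incubated 16 hr at 37 °C, 5% CO2. Luciferase activity was read by luminescence 30 min after ONE-Glo addition; signal suppression marked inhibition of damage-induced ELG1 function.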
NPC1 promoter act: qHTS Assay for NPC1 Promoter Activators; 320,000 tested, 2.4% active; Huh7 NPC1 promoter luciferase reporter, 24 h; Potency, µM (titrated, usually from 9.22 µM), for inactives: at the top dose activation, hits mostly activators;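 also: potency is read from the fitted curve at half-maximal effect; % of control where 0% means no effect; nearly all actives have a fitted effect of over 60% in size; reporter is driven by a mutant NPC1 promoter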
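Huh7 cells stably carrying NPC1 promoter–luciferase, plated in Opti-MEM with 10% FBS for 2 h, were exposed to compound in DMSO for 24 h at 37 °C; luciferase reagent was added for 10 min and luminescence read.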
KCNH2 3.1 inh: qHTS for Inhibitors of KCHN2 3.1: Mutant qHTS. AID 720553, 2013. Potassium voltage-gated channel subfamily H member 2, brain isoform KCNH2 3.1 (human). U2OS KCNH2 3.1, thallium flux FluxOr; active compounds read low. activity change, % (tested at about 1.8 µM). 340,000 tested, 0.95% active;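 active = maximum activity change below -70%; inconclusive = maximum activity change from -70% to -50%; inactive = maximum activity change above -50%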;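 also: thallium influx rate constant from kinetic fluorescence after stimulation buffer; % is scaled to controls: 0 for no effect and ±100 for the full control effect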
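We transduce U2OS cells with the mutant 3.1 virus, culture them overnight, load FluxOr with Red40 quencher for 45 min, then add stimulation buffer and read kinetically for 2 min to derive a normalized rate constant.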
The depositor's hits bear a star; ? = inconclusive; / = not tested or not shown; [ ] = remark or other dose. Unless noted, calls follow the shape of the dose curve; as a rule, active = well fitted curve in the direction sought with a large enough effect; inconclusive = small, poorly fitted or top-dose-only effect, or another doubt; inactive = no such curve, though single readings can be large; an effect the other way counts as inactive or inconclusive. Some of the compounds tested; rates above refer to the full screens.

Molecule | Rab9 prom act | MBNL1 CUG block | Mito fusion yeast | Menin-MLL TR inh | RORgamma inh | FLuc counter | VP16 counter | PKM2 activator | ELG1 repair inh | NPC1 promoter act | KCNH2 3.1 inh
CCN(C(=O)CSc1nc2ccc([N+](=O)[O-])cc2s1)C1CCS(=O)(=O)C1 (stereo not given) | -2% | ? | 1% | -14% | 11% | -3% | 6% | -5% | -12% | -2% | 7
COc1cc(SC)ccc1C(=O)N(C)CC(=O)Nc1cccc2ccccc12 | -3% | / | 0% | / | / | 1% | / | / | -10% | 2% | 36
Cc1c(C(=O)N2CCCCC2)c(S(=O)(=O)N2CCN(c3ccc(Cl)cc3)CC2)c(C)n1C | 5% | 0% | 0% | -10% | 40% | 5% | -11% | / | 14% | 0% | 1
O=C(NC1CCCCC1)c1cc(S(=O)(=O)N2CCOCC2)c(Cl)cc1Cl | 1% | -11% | 1% | -1% | 1% | 3% | 8% | -2% | ? | 1% | 4
CS(=O)(=O)N1CCN(c2ccc(NC(=O)COc3ccccc3[N+](=O)[O-])cc2)CC1 | -1% | 0% | 0% | / | 6% | 1% | 1% | -7% | 3% | -2% | 13
CC(C)N(Cc1nc(-c2ccccc2)no1)C(=O)CN(C)S(=O)(=O)c1ccc(Br)cc1 | -15% | 0% | 14% | 1% | 27% | 0% | 2% | -2% | ? | 1% | -16
O=C(Cc1c(Cl)cccc1Cl)Nc1cccnc1 | -2% | / | -4% | 0% | -4% | 0% | -7% | 3% | -2% | -7% | 11
CCN(CC(=O)NCc1cccs1)C(=O)c1ccc(S(=O)(=O)N(C)C)cc1 | 1% | -2% | -2% | 2% | -13% | -1% | 5% | 0% | -7% | -6% | 5
COc1ccc(N2CCN(C(=O)c3cc4c(C)nc5ccccc5c4o3)CC2)cc1 | -3% | -3% | -3% | -11% | 18% | -1% | -4% | 0%[0.46 µM] | ? | -4% | 11
COC(=O)c1cc(C#N)c(Oc2cccc(C)c2C)nc1C | -3% | -10% | ? | 7% | -5% | 0% | 5% | -6% | 8% | 6% | 5
NS(=O)(=O)c1ccc(CCNC(=O)CSc2ccsc2[N+](=O)[O-])cc1 | 1% | ? | -1% | 21% | -2% | -2% | -6% | -3% | -9% | -8% | 23
O=C(NC1CCCCC1)C(c1cccnc1)N(C(=O)c1csnn1)c1ccccc1F (stereo not given) | 0% | -3% | 6% | 15% | -21% | -2% | ? | -2% | -3% | -2% | 7
Cc1ccc(C(=O)c2cnc3ccccc3c2-c2ccccc2)cc1 | -1% | 0% | 10% | 0% | -19% | 2% | 7% | -2% | ? | -4% | -7
CC(OC(=O)CNC(=O)c1ccc2ccccc2c1)C(=O)NC1CCCCC1C (stereo not given) | 3% | 14% | -1% | / | 9% | 7% | -9% | -6% | 1% | 0% | -2
CC(C)n1ncc2c(C(=O)Nc3ccc(CC#N)cc3)cc(C3CC3)nc21 | -9% | / | 19% | / | / | / | / | / | ? | 3% | 18

Some of these compounds in order of length of the SMILES, falling:
Molecule | Rab9 prom act | MBNL1 CUG block | Mito fusion yeast | Menin-MLL TR inh | RORgamma inh | FLuc counter | VP16 counter | PKM2 activator | ELG1 repair inh | NPC1 promoter act | KCNH2 3.1 inh
Cc1c(C(=O)N2CCCCC2)c(S(=O)(=O)N2CCN(c3ccc(Cl)cc3)CC2)c(C)n1C | 5% | 0% | 0% | -10% | 40% | 5% | -11% | / | 14% | 0% | 1
NS(=O)(=O)c1ccc(CCNC(=O)CSc2ccsc2[N+](=O)[O-])cc1 | 1% | ? | -1% | 21% | -2% | -2% | -6% | -3% | -9% | -8% | 23
O=C(Cc1c(Cl)cccc1Cl)Nc1cccnc1 | -2% | / | -4% | 0% | -4% | 0% | -7% | 3% | -2% | -7% | 11

(listing goes on)
Molecule | Rab9 prom act | MBNL1 CUG block | Mito fusion yeast | Menin-MLL TR inh | RORgamma inh | FLuc counter | VP16 counter | PKM2 activator | ELG1 repair inh | NPC1 promoter act | KCNH2 3.1 inh
Cc1cccc2cc(CN(CC3CCCO3)C(=S)Nc3ccccc3)c(=O)[nH]c12 (stereo not given) | -3% | / | -3% | 3% | -23% | 3% | -13% | 4% | 16µM* | 1% | -7
COCCN1C(=O)N(c2cccc(OC)c2)C(=O)C1CC(=O)Nc1ccc(OC)cc1 (stereo not given) | 0% | -9% | -1% | 16% | / | 7% | / | 0% | 4% | 2% | -8
O=C(NC1CCCCCC1)c1ccc(CS(=O)(=O)Cc2ccccc2F)o1 | 0% | -9% | 0% | / | 26% | -1% | 19% | / | -4% | 6% | -8
CC(C)CN(C(=O)CN1CCCCCC1)c1c(N)n(CC(C)C)c(=O)[nH]c1=O | 4% | -6% | ? | 11% | 1% | 5% | 8% | 12% | 7% | 3% | 12
Cc1cc(Cl)c2oc(C(=O)N3CCN(c4cccc(C)n4)CC3)c(C)c2c1 | ? | -12% | -5% | -32% | 35% | 15µM* | ? | -3% | 0% | 3.5µM* | 4
Cc1ccccc1N(CC(=O)O)S(C)(=O)=O | -3% | 11% | -1% | -5% | -26% | 2% | -6% | -1% | 19% | -4% | -14
COc1ccc(S(=O)(=O)NC(CC(=O)O)c2ccco2)cc1 (stereo not given) | -1% | -19% | -6% | 11% | -1% | 1% | -4% | 1% | -3% | -1% | 5
COc1cc(OC)c(OC)cc1CN1CCN(c2ccccc2OC)CC1 | -4% | -26% | -3% | 1% | 6% | 1% | -1% | -6% | -1% | 6% | -26
CN(CC(=O)Nc1cccc(F)c1)C(=O)c1cn(-c2ccccc2)nc1-c1ccc(F)cc1 | 0% | / | ? | / | / | ? | / | / | -6% | -3% | 4
C=CCSc1nnc(-c2nnc(SCC=C)n2-c2ccccc2)n1-c1ccccc1 | 0% | 0% | 0% | -19% | 22% | 1% | -6% | -7% | 14% | 0% | -3
COc1ccc2[nH]cc(/C=N/NS(=O)(=O)c3ccc(C)cc3)c2c1 | -5% | 7% | -3% | / | ? | ? | ? | 6% | -29% | -3% | -5
COc1cc(CN2CCNC(=O)C2CC(=O)N2CCCO2)cc(OC)c1 (stereo not given) | 0% | ? | -4% | 0% | -4% | -2% | -10% | 14µM* | 10% | -3% | 12
CCCCOCCCNC(=O)CCCOc1ccccc1 | -3% | -3% | 0% | 0% | ? | -7% | 14% | -3% | 3% | 1% | -10
CCO[C@H]1OC(C(=O)N2CCOCC2)=C[C@@H](c2coc3ccccc3c2=O)[C@@H]1CCCO | -2% | -5% | -5% | 8% | -2% | 6% | -1% | 0% | -6% | -3% | 0
COc1ccc(CC(=O)N2CCN(c3ccc(C4=NNC(=O)CC4C)cc3)CC2)cc1 (stereo not given) | 3% | -1% | 1% | -29% | 44% | 3% | -8% | 1% | -3% | 1% | 2
COc1ccccc1/C=[N+](\[O-])C1SC(=S)N(C)C1(C)C (stereo not given) | 3% | 10% | 0% | / | 14% | 0% | 0% | -1% | 15% | 1% | 28
O=C(Cc1n[nH]c(=O)c2ccccc12)Nc1ccc(-c2nnc3n2CCCCC3)cc1 | -2% | -2% | -4% | -1% | -13% | 0% | -5% | -7% | 3% | 2% | 5
